# Assay outcomes as filed in PubChem BioAssay.
# aSyn yeast inh = qHTS of alpha-syn Inhibitors; Yeast expressing alpha-synuclein, growth rescue, BacTiter-Glo, 24 h; Potency, µM (series often up to 46.1 µM), without a hit: at the highest dose growth rescue (activation), hits mostly activators; 0.14% of 370,000 active; also: potency is read from the fitted curve at half-maximal effect; % of control where 0% means no effect; nearly all actives have a fitted effect of over 65% in size
#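 Screening used galactose-induced yeast with toxic alpha-synuclein levels, exposed to compound for 24 hr at 30 deg C. Cell growth, read with BacTiter-Glo luminescence, gave the measured signal.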
# TDP43 rescue = qHTS of TDP-43 Inhibitors. TDP-43 expressing yeast growth rescue, BacTiter-Glo, 24 h. Potency, µM (highest dose often 46.1 µM), without a hit: at the top dose growth rescue (activation), hits mostly activators. 1.8% of 410,000 active; also: potency is read from the fitted curve at half-maximal effect; % of control where 0% means no effect; nearly all actives have a fitted effect of over 50% in size
#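 Luminescence from BacTiter-Glo reports growth of TDP-43-expressing yeast after 24 hr at 30 deg C with compound. Cells were raffinose-pregrown to mid-log, then seeded in galactose medium at OD600=0.02.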
# GLP1R ag = qHTS of GLP-1 Receptor Agonists. Glucagon-like peptide 1 receptor (Homo sapiens), P43220. HEK293 GLP-1R CRE-luciferase, luminescence, 4-6 h; cells express a hypersensitive GLP-1R form. Potency, µM (series often up to 45.6 µM), inactives show at the highest dose activation, hits mostly activators. 0.007% of 380,000 active; also: potency is read from the fitted curve at half-maximal effect; % of control where 0% means no effect
# Target sequence (P43220 whole entry, looked up): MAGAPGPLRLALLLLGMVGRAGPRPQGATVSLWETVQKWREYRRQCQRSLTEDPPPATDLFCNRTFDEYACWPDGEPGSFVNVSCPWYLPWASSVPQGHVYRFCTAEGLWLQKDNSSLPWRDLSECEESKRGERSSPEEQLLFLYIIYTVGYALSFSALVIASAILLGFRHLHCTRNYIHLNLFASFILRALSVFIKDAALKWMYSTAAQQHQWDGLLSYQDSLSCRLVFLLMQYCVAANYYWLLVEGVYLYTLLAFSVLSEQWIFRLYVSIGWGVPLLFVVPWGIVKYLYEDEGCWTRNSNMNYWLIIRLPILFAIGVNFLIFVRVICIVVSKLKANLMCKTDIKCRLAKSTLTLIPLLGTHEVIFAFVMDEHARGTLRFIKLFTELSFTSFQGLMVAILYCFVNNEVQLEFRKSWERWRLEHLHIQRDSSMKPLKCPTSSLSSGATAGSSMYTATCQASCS
# KB-V1 cytotox = qHTS assay for MDR1-selective chemotherapeutics: Primary screen using the drug-selected MDR subline cells KB-V1 | KB-V1 MDR cells viability, CellTiter-Glo, 72 h | Potency, µM (top dose mostly 46.1 µM), for inactives: top-dose activity change, negative = cytotoxicity, usual class: cytotoxic | 3.4% of 400,000 active | AID 1347076, 2019; also: potency is read from the fitted curve at half-maximal effect; % is scaled to controls: 0 for no effect and ±100 for the full control effect; nearly all actives have a fitted effect of over 60% in size
#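 Luminescent ATP read-out (CellTiter-Glo, 10 min) measures survival of drug-selected KB-V1 MDR cells after 72 h, 37 degrees C compound exposure. Medium: phenol-red-free DMEM, 10% FBS. Values from fitted concentration-response curves.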
# D3 ag = qHTS of D3 Dopamine Receptor Agonist: qHTS; D3R DiscoveRx beta-arrestin cells, luminescence, 90 min; AID 652048, 2013; D(3) dopamine receptor (Homo sapiens), P35462; 0.58% of 410,000 active; max activation, %; in the data active = max activation above about 30%; also: 0% is about no effect; mostly tested at two doses, the higher about 12 µM
# Target sequence (P35462 whole entry, looked up): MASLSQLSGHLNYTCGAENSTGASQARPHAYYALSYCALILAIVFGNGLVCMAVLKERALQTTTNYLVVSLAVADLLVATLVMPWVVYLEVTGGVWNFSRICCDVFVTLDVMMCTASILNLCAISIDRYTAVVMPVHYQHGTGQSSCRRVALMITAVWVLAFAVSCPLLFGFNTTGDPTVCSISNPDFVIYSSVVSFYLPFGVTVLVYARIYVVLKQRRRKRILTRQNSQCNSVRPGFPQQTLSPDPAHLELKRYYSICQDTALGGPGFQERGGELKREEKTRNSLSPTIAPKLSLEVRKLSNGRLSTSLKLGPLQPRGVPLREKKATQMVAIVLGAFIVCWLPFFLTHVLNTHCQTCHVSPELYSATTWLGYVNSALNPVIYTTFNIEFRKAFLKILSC
#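 Agonist mode: compounds and dopamine controls were applied to plated cells for 90 min at 37 degrees C after an overnight attachment at 1500 cells/well. Luminescent read-out followed 30 - 60 minutes at room temperature with DiscoveRx detection reagent.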
# GLP-1R inv ag = qHTS of GLP-1 Receptor Inverse Agonists (Inhibition Mode). HEK293 GLP-1R CRE-luciferase, luminescence, 24 h; GLP-1R form is constitutively active. Potency, µM (doses to about 38.3 µM), without a hit: top-dose activity change, negative = inhibition, usual class: inhibitors. 1.6% of 410,000 active. AID 624417, 2012; also: potency is read from the fitted curve at half-maximal effect; % is scaled to controls: 0 for no effect and ±100 for the full control effect; nearly all actives have a fitted effect of over 55% in size
#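 Readout was luciferase luminescence, measured 12 min after detection reagent at room temperature. Beforehand, GLP-1R reporter HEK293 cells had sat 12 h, then received compounds for 24 hr at 37 deg C.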
# DRD3 antagonist = qHTS of D3 Dopamine Receptor Antagonist: qHTS; D(3) dopamine receptor (Homo sapiens), P35462; D3R cells, DiscoveRx beta-arrestin luminescence, antagonist mode; stronger effect = lower value; max response, negative = inhibition, %; 2.5% of 360,000 active; AID 652054, 2013; in the data active = max response below about -50%; inconclusive = no clear call, values can overlap the other calls; also: % is scaled to controls: 0 for no effect and ±100 for the full control effect; mostly tested at two doses, the higher about 12 µM
#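 Cells expressing the human receptor were seeded at 1500 cells/well, incubated overnight at 37 degrees C in 5% CO2, then exposed to library compounds with dopamine controls for 90 minutes at 37 degrees C before luminescent detection.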
# PTHR1 ag = qHTS for PTHR1 Agonists: Primary Screen; Parathyroid hormone/parathyroid hormone-related peptide receptor (Homo sapiens), Q03431; HEK293 GP2 PTHR1 cells, GloSensor cAMP luminescence, 1 h; Potency, µM (doses to about 115 µM), inactives show at the top dose activation, most hits filed as activators; 0.075% of 410,000 active; AID 743266, 2014; also: potency is read from the fitted curve at half-maximal effect; nearly all actives have a fitted effect of over 55% in size; some results filed as inactive show a strong effect at the top dose; inactives centre near -15; many of its hits are not listed in these tables
#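 HEK-293-derived GP2 cells expressing PTHR1 and a GloSensor cAMP reporter, 3,000/well, plated overnight, given luciferin plus IBMX (each 0.5 mM as added) for 1 h at 37 °C, then compound for 1 h at 37 °C. Luminescence was read after 15 min at room temperature.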
# GLP1R cytotox = qHTS of GLP-1 Receptor Inverse Agonists: Cytotox Screen; AID 624418, 2012; Potency, µM (highest dose often 38.3 µM), without a hit: at the highest dose activity change, negative = inhibition, most hits filed as inhibitors; 0.13% of 410,000 active; HEK293 cAMP-luciferase reporter cells, luminescence, 24 h;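 also: loss of luciferase light is scored as toxicity; potency is read from the fitted curve at half-maximal effect; % is scaled to controls: 0 for no effect and ±100 for the full control effect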
#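 Seeding density was 200 cells/uL; after overnight-length (12 h) culture, 23 nL compounds went on for 24 h at 37 °C. Readout used a luciferase detection reagent, luminescence taken after 12 min at room temperature.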
# * marks the source's active call; other numbers are inactive results; i = inactive; ? = inconclusive; / = not tested or not shown; [ ] = dose if it differs, or a comment. Unless noted, calls follow the shape of the dose curve; as a rule, active = well fitted curve in the direction sought with a large enough effect; inconclusive = small, poorly fitted or top-dose-only effect, or another doubt; inactive = no such curve, though single readings can be large; an effect the other way counts as inactive or inconclusive.
SMILES,aSyn yeast inh,TDP43 rescue,GLP1R ag,KB-V1 cytotox,D3 ag,GLP-1R inv ag,DRD3 antagonist,PTHR1 ag,GLP1R cytotox
C=CCn1c(NS(=O)(=O)c2ccccc2)c(S(=O)(=O)c2ccc(C)cc2)c2nc3ccccc3nc21,4.1%,-8.3%,1.5%,13µM*,-9.7,-20.5%,-10.8,-28.2%,122.3%[activator]
Cc1c(Cl)cccc1NC(=O)Cn1nc(C(F)(F)F)c2c1CCC2,/,25.4%,-2.0%,11.6%,-4.7,?,/,-11.0%,4.8%
CC(=O)c1ccc(OCC(O)CN2CCN(Cc3ccccc3)CC2)cc1 (stereo not drawn),-3.4%,-4.5%,7.3%,-1.2%,-16.8,-1.0%,?,-23.5%,5.4%
O=C(NCc1nnc(SCC(=O)N2CCCCCC2)o1)c1ccc(F)cc1,12.8%,-18.9%,6.3%,2.0%,-4.7,-8.3%,-15.6,0.9%,9.8%
FC(F)(F)c1cc(Cl)c2nc(-c3ccccc3)c(Cc3ccsc3)n2c1,-5.5%,-9.1%,13.9%,-25.1%,-10.7,-0.3%,0.0,-18.8%,-4.5%
Nc1nonc1-n1nnc(C(=O)N/N=C/c2cccc(F)c2)c1-c1ccccc1,-0.7%,15.5%,8.1%,-0.4%,-2.7,-27.9%,1.0,-1.3%,0.8%
CCCn1cnc2scc(-c3ccc(OC)cc3)c2c1=O,18.5%,0.0%,23.7%,-12.9%,15.8,-11.4%,12.2,i,-2.0%
O=c1c(-c2nc3ccccc3s2)cccn1Cc1ccccc1,-0.3%,?,0.4%,?,2.6,7.4%,27.7,-91.4%[inhibitor][57.5 µM],79.5%[activator]
COc1cc(/C=C/C(=O)OCC(=O)NCCN2C(=O)CSC2=O)ccc1OC(F)F,-1.2%,/,24.2%,18.6%,-9.9,63.4%[activator],9.7,-1.8%,-7.8%
COc1cc(NC(=O)CN2CCN(S(=O)(=O)/C=C/c3ccccc3)CC2)cc(OC)c1OC,-9.3%,6.0%,-0.8%,-6.4%,0.0,-7.1%,13.0,i,-23.0%
COc1ccc(/C=N\NC(=O)c2cccc(Br)c2)c(OC)c1,-0.2%,6.2%,-0.7%,3.0%,4.7,2.2%,0.2,-20.4%,15.4%
COc1ccc(N2N=NN(C(C)C)C2=C(Cl)c2nnnn2-c2ccc(OC)cc2)cc1,-2.1%,?,6.2%,-22.6%,-13.5,1.6%,-7.1,-19.6%,-8.5%
O=C(CCCn1c(=S)[nH]c2cc3c(cc2c1=O)OCO3)N1CCN(c2ccccc2F)CC1,3.6%,-6.5%,-7.8%,16.4µM*,-0.5,0.0%,40.7,i,11.0%
CCCCCn1c(=O)[nH]c2cc(C(=O)NCCc3ccc(OC)c(OC)c3)ccc2c1=O,-10.4%,-19.1%,-3.1%,-14.1%,-7.4,1.1%,?,i,-4.7%
CC(C)(C)C1CCc2onc(C(=O)Nc3ccc4c(c3)OCO4)c2C1 (stereo not drawn),0.6%,25.1%,15.7%,-15.4%,1.1,-3.3%,-3.7,-4.4%,-11.9%
CCOC(=O)c1c(Cl)c(C)nn1-c1nc(OC)cc(OC)n1,-2.7%,9.7%,2.9%,2.91µM*,0.2,24.0%,4.4,i,-2.1%
O=C(Cc1ccc([N+](=O)[O-])cc1)Nc1cccc(C(=O)N2CCCC2)c1,-4.2%,5.9%,6.5%,-16.1%,-8.5,-4.0%,-5.5,-36.9%[inhibitor],?
CCCN(C(=O)Cc1coc2cc(C)c(C)cc12)c1c(N)n(Cc2ccccc2)c(=O)[nH]c1=O,0.9%,24.8%,0.4%,?,1.2,-4.0%,7.4,i,1.8%
N#Cc1ccc(NC(=O)c2nc(-c3ccccc3)n(-c3ccccc3)n2)cc1,-8.9%,-3.9%,2.0%,3.6%,1.9,?,1.5,-1.6%[57.5 µM],-16.1%
CCN(C(=O)CSc1nnc(-c2ccc(OC)cc2)n1C(C)C)C1CCS(=O)(=O)C1 (stereo not drawn),9.9%,25.0%,3.5%,5.0%,2.9,0.3%,19.6,i,-0.7%
Cc1ccc2nc(SCC(=O)Nc3ccc(C#N)cc3)[nH]c2c1,/,15.1%,/,-2.5%,-6.0,-14.2%,/,-21.6%,-10.5%
Cc1ccc(C(C(=O)NC2CCCC2)N(C(=O)c2csnn2)C2CCCC2)o1 (stereo not drawn),-6.5%,7.0%,-6.6%,-16.4%,-2.0,0.0%,-0.9,i,-33.2%
COc1cc(CC(=O)Nc2ccc3nc(C)sc3c2)cc(OC)c1OC,-1.3%,4.5%,-0.4%,-7.8%,-0.1,29.3%,-0.8,-3.4%,0.5%
CC(Oc1ccc(Cl)cc1)C(=O)OCC(=O)Nc1ncc(Cl)cc1Cl (stereo not drawn),-4.0%,-16.6%,-39.4%[inhibitor],-11.0%,-5.9,4.6%,0.0,11.7%,-3.8%
CN(CC(=O)Nc1ccc(Cl)cc1)CC(=O)Nc1cccc(Br)c1,-1.6%,-8.6%,14.5%,-33.0%,15.8,?,0.7,i,3.4%
O=C1CC2(CCCCCC2)Oc2ccc(Cl)cc21,-4.5%,0.0%,-2.5%,2.6%,6.7,1.9%,-18.9,-2.8%,0.8%
Cc1cc2cc3c(cc2nc1SCC(=O)O)OCCO3,-0.7%,9.3%,-4.7%,-11.5%,-5.8,0.2%,-10.0,-17.2%[57.5 µM],1.1%
CC(=O)Nc1ccc(NC(=O)CSc2nccn2Cc2ccc3c(c2)OCO3)cc1,/,26.1%,/,/,-17.1,-8.3%,/,-51.5%[inhibitor],8.6%
Cc1ccccc1N1CCN(S(=O)(=O)c2nnc(NC(=O)c3ccc(Cl)cc3)s2)CC1,/,9.2%,/,?,3.2,-2.0%,/,i,0.4%
O=C(Cc1ccc(Cl)cc1)Oc1cccc2cccnc12,17.8%,?,21.7%,-5.3%,-13.5,-1.2%,?,?,2.51µM*

# 2 entries from above, with each value named.
C=CCn1c(NS(=O)(=O)c2ccccc2)c(S(=O)(=O)c2ccc(C)cc2)c2nc3ccccc3nc21
  aSyn yeast inh = 4.1%	TDP43 rescue = -8.3%	GLP1R ag = 1.5%	KB-V1 cytotox = 13µM*	D3 ag = -9.7	GLP-1R inv ag = -20.5%	DRD3 antagonist = -10.8	PTHR1 ag = -28.2%	GLP1R cytotox = 122.3%[activator]
Cc1c(Cl)cccc1NC(=O)Cn1nc(C(F)(F)F)c2c1CCC2
  aSyn yeast inh = /	TDP43 rescue = 25.4%	GLP1R ag = -2.0%	KB-V1 cytotox = 11.6%	D3 ag = -4.7	GLP-1R inv ag = ?	DRD3 antagonist = /	PTHR1 ag = -11.0%	GLP1R cytotox = 4.8%

# (further entries)
SMILES,aSyn yeast inh,TDP43 rescue,GLP1R ag,KB-V1 cytotox,D3 ag,GLP-1R inv ag,DRD3 antagonist,PTHR1 ag,GLP1R cytotox
COc1ccc(-n2c(N)c(C(=O)NCc3ccco3)c3nc4ccccc4nc32)cc1OC,10.4%,21.5%,13.9%,-13.3%,0.0,9.4%,0.9,i,-1.0%
COc1cc(C(=O)NCc2nnc(SCC(=O)N3CCCc4ccccc43)o2)cc(OC)c1OC,5.3%,-13.2%,2.5%,-12.5%,0.1,-1.7%,3.6,i,1.1%
O=C(Cn1ncc2c3ccccc3n(Cc3ccccc3)c2c1=O)NC1CCCCCC1,/,14.8%,/,-10.8%,0.0,0.1%,/,?,1.5%
CCOC(=O)C1(C)CCCN(C(=O)c2cccc(C(F)(F)F)c2)C1 (stereo not drawn),0.3%,0.0%,-2.4%,0.6%,-10.4,-22.2%,-4.5,i,-3.0%
C/C(=N/NC(=O)CNC(=O)c1cccnc1)c1ccco1,2.6%,10.9%,6.6%,28.9%,4.7,2.3%,12.9,i,5.0%
CCn1c(=O)n(CC)c2cc(N3CCCC3)c(NC(=O)Nc3cc(C)cc(C)c3)cc21,/,14.0%,/,?,8.6,-3.3%,/,-1.3%,-7.2%
CCOC(=O)C1=C(c2cccc(F)c2)NC(=S)NC1C (stereo not drawn),-3.2%,16.7%,0.1%,-11.0%,0.7,-21.4%,7.5,i,-5.3%
Cc1ccc(S(=O)(=O)c2cn(C)c3cc(N4CCCC(C)C4)c(F)cc3c2=O)c(C)c1 (stereo not drawn),/,19.5%,/,-10.7%,-6.0,-21.1%,/,-2.9%,2.2%
COc1cccc(NC(=O)c2ccccc2-c2nc(-c3cccc(C)c3)no2)c1,-0.1%,?,-0.1%,2.2%,3.0,?,30.9,-3.3%[57.5 µM],-16.7%
Cc1ccc(Cl)cc1N1CCN(C(=O)CSc2cc(=O)n(C)c3ccccc23)CC1,/,?,/,-26.2%,1.9,10µM*,/,-38.9%[inhibitor],-18.4%
O=C1Nc2ccccc2C1=O,3.8%,9.9%,-1.0%,36.0%,0.0,-11.4%,-21.4,i,6.3%
c1coc(CN2CNc3nc4ccccc4n3C2)c1,3.6%,5.4%,-8.5%,9.9%,3.9,-18.4%,12.9,-53.5%[inhibitor],-10.4%
COc1cc(NC(=O)[C@H](C)NC(=O)N2CCn3c2nc2ccccc23)cc(OC)c1,-6.3%,-18.8%,16.8%,26.7%,2.6,-17.7%,18.9,i,2.6%
CC(C)(C)NC(=S)N/N=C/c1cc(Br)c(O)c(Br)c1,0.3%,?,-0.2%,?,12.4,?,6.3,-40.6%[inhibitor],-23.4%
O=C(/C=C/c1cccc(F)c1)c1ccc(N2CCOCC2)cc1,0.7%,?,10.3%,-26.2%,5.4,7.3%,-21.9,-31.0%[inhibitor],-38.7%
COc1ccccc1-c1cc(-c2cc(Cl)ccc2O)n[nH]1,6.6%,?,-9.0%,-6.1%,1.8,3.9%,9.8,i,-0.9%

# The list is partial; rates above refer to the full screens.
